PfM18AAP inh – PfM18AAP enzyme inhibition; recombinant PfM18AAP, H-Glu-NHMec fluorogenic cleavage; inhibition, % at 7.35 µM; actives 1.2% (n = 290,000);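 active = inhibition above the campaign mean inhibition over all tested compounds plus 3 SD, cut at about 28% in these data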;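 note: 0% = plate median of test compound wells and 100% = 2 mM ZnCl2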
GPR7 antagonist – human neuropeptides B/W receptor 1 antagonism. P48145. GPR7-expressing cells, fluorescence antagonist assay. inhibition, % at 4.4 µM. actives 1.1% (n = 290,000). AID 1861; in the data active = inhibition above about 16%, passing the limit was not always enough;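 note: cells stimulated with the agonist NPW; 0% = agonist with vehicle and 100% = vehicle without agonist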
OXTR potentiate – human OXTR potentiation; actives 0.061% (n = 320,000); activation, % at 3 µM; P30559; AID 2445; CHO-OTR cells, Fluo-8 calcium fluorescence, potentiator mode; 0% = oxytocin EC15, 100% = EC100;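 active = activation above that plate's cutoff, the mean activation of tested compounds plus 3 SD, cut at about 6.6% in these data, passing the limit was not always enough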;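 note: 100% uses oxytocin at 75 nM as the full agonist control; some results filed as inactive read as strong as hits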
Target sequence (P30559 whole entry, looked up): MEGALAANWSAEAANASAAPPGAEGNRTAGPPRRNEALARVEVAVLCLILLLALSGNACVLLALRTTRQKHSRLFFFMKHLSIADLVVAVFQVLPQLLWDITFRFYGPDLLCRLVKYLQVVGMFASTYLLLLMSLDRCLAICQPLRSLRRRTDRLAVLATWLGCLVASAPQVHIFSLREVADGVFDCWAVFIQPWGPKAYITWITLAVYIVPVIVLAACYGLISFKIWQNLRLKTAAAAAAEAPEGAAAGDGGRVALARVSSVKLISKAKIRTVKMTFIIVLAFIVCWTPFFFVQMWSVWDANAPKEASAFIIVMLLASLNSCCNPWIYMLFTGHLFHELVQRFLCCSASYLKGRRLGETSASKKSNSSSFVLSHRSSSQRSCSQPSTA
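Measured by – Fluo-8 calcium dye fluorescence · Test system – human OTR in CHO cells · Dosing – one concentration, 3.0 µM compound · Controls – EC15 oxytocin alone as 0%, 75 nM oxytocin as 100% · Evaluation – normalized max/min fluorescence ratio, % activation · Timing – 6 min pre-incubation, 100 s read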
OXTR agonist – activates the human oxytocin receptor; P30559; CHO-OTR cells, Fluo-8 calcium fluorescence; normalized: DMSO 0%, oxytocin 100%; activation, % at 3 µM; actives 0.32% (n = 320,000);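 active = activation above the mean of all tested compounds plus 3 SD, cutoff set per screening run, cut at about 20% in these data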;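 note: peak over basal fluorescence ratio from a 100 s FLIPR kinetic read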
GalR3 antagonist – human GalR3 antagonism. O60755. actives 0.44% (n = 360,000). HEK293 GalR3-CNG cAMP membrane potential fluorescence; galR3 body fused to GalR1 C-terminus. inhibition, % at 3 µM. AID 651719;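 active = inhibition above the screen-wide average plus 3 SD, cut at about 13% in these data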;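 note: forskolin and galanin both at EC90 stimulate the cells; cAMP rise reported by CNG channel membrane potential dye signal; 0% = forskolin plus galanin with DMSO and 100% = forskolin alone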
NALP1 inh – NALP1 inhibition. S. cerevisiae NALP1/ASC/caspase-1 growth, X-gal OD620, 72 h. inhibition, % at 10 µM. actives 0.61% (n = 280,000); in the data active = inhibition mostly above about 24%, no sharp cut-off; inactive = mostly below about 32%; note: some compounds called inactive have numbers as strong as hits
MEKK2mut PB1 HTS – signal of MEK5 binding to mutant human MEKK2 PB1 domain | bead flow cytometry, Alexa488-MEK5 binding to MEKK2 mutant | actives 0.35% (n = 290,000) | percent response, % at 10 µM | AID 1530; in the data active = percent response above about 24%, passing the limit was not always enough; note: inactives centre near 1; some results filed as inactive read as strong as hits
V1R ag counter – counter-screen for oxytocin receptor agonists: human V1a receptor agonists; actives 0.25% (n = 320,000); P37288; CHO-V1R cells, Fluo-8 calcium fluorescence, agonist mode; 0% DMSO, 100% 3 nM vasopressin; activation, % at 3 µM;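 active = activation above the mean activation of all tested compounds plus 3 SD, per screening run, cut at about 20% in these data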;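 note: signal is peak over basal fluorescence ratio across a 100 second FLIPR read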
Target sequence (P37288 whole entry, looked up): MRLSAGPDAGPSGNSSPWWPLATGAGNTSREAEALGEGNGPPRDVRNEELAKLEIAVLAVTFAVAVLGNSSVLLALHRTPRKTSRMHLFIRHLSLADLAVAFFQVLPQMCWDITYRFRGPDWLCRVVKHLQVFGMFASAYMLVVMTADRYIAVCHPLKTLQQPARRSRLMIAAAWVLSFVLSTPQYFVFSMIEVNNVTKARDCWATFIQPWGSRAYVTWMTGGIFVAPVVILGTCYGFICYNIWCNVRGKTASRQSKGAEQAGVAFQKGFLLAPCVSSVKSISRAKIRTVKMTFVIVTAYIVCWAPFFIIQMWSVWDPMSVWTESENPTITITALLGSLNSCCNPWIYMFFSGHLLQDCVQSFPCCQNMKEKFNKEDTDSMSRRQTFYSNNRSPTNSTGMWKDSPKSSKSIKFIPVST
MEKK2 WT-MEK5 – raises or lowers MEK5 binding to wildtype human MEKK2 PB1 domain. Q9Y2U5. bead flow cytometry, Alexa488-MEK5 binding to MEKK2 WT; actives lie on both sides. binding response (% of control), % at 10 µM. actives 1.1% (n = 290,000); in the data active = binding response below about 67% or above about 130%
Numbers without * were called inactive; . = no result given. Outcome played no part in choosing rows (roughly 4.1% active in at least one column).

SMILES | PfM18AAP inh | GPR7 antagonist | OXTR potentiate | OXTR agonist | GalR3 antagonist | NALP1 inh | MEKK2mut PB1 HTS | V1R ag counter | MEKK2 WT-MEK5
COc1ccc(/C=N/N=C/c2ccc(OC)cc2)cc1 | -0.4 | -5.4 | . | . | -3.8 | 15.6 | 7.0 | . | 109.0
COCCN1Cc2c(sc(C)c2C)N(C(=O)c2ccccc2)C1 | 9.8 | -9.8 | -18.3 | -0.9 | 8.3 | -21.6 | 4.0 | 0.1 | 104.0
COCC(CN1CCN(C2=NS(=O)(=O)c3ccccc32)CC1)OC(=O)c1ccc(OC)cc1 (stereo unspecified) | 1.7 | 1.0 | -10.2 | -0.9 | -6.9 | 1.6 | 0.0 | 0.6 | 103.0
CCCCC/S(CC1CC1(Cl)Cl)=N\S(=O)(=O)c1ccc(C)cc1 (stereo unspecified) | -6.3 | -10.0 | -12.6 | -1.6 | -5.6 | -17.9 | 2.0 | 0.5 | 98.0
Cc1occc1-c1nnc(SCC(=O)c2ccc(F)cc2)n1Cc1ccco1 | 6.2 | 22.0 | -4.1 | -2.5 | -7.0 | 21.0 | 6.0 | 0.2 | 103.0
COc1ccc(-c2c(C)nc3c(-c4ccc(F)cc4)cnn3c2N)cc1 | 2.9 | -5.4 | 1.3 | 1.3 | 0.9 | 1.7 | 12.0 | 0.7 | 103.0
O=C(C1CC1)N(CCN(C(=O)C1CC1)c1ccccc1)c1ccccc1 | -5.1 | 15.6 | -2.6 | -0.9 | -7.0 | 12.4 | 2.0 | 0.0 | 101.0
Cc1cccc(C(=O)OCC(=O)N(C)CC(=O)Nc2ccc(Cl)c(C(F)(F)F)c2)c1 | . | . | -7.8 | 4.5 | -1.5 | . | . | 5.0 | .
COCC(=O)n1cc(C(=O)OC)c2ccccc21 | 1.3 | -0.7 | -7.3 | -0.2 | 4.8 | 6.6 | 1.0 | -0.1 | 101.0
COc1ccc(S(=O)(=O)CCC(=O)N2CC(=O)N(CCc3ccccc3)C(=O)C2)cc1 | 1.2 | -3.2 | -11.9 | 4.4 | -1.8 | -2.0 | -3.0 | 4.1 | 95.0
Cc1ccccc1NC(=S)Nc1ccccn1 | 7.8 | -5.8 | -5.5 | -1.5 | -6.1 | 20.5 | 4.0 | -0.2 | 102.0
Cc1ccc2nc(-c3ccccc3)cc(C(=O)N3CCc4ccccc4C3)c2c1 | -20.1 | -4.0 | -5.4 | -2.4 | -5.3 | 8.6 | . | -0.7 | .
COc1c(C)cc(C(=O)C2CCCN(C(=O)c3cccc(-n4cccn4)c3)C2)cc1C (stereo unspecified) | 0.9 | -22.5 | -20.2 | -2.0 | 0.6 | 8.8 | 4.0 | 3.4 | 103.0
C=CCNC(=O)C12CC3CC(C1)CC(C(=O)NCC=C)(C3)C2 | 7.5 | -4.6 | -1.4 | 0.3 | -1.8 | -90.0 | 0.0 | -0.1 | 105.0
COc1ccc(CCCc2n[nH]c(=S)o2)cc1 | 3.7 | 0.1 | 9.5 | 0.1 | -1.4 | -3.4 | -10.0 | -1.3 | 87.0
CCc1ccccc1N(CC(=O)N1CCc2ccccc2C1)S(C)(=O)=O | 15.1 | 6.5 | -12.5 | 0.5 | -0.5 | 4.0 | -1.0 | 2.3 | 96.0
COc1ccc(C(=O)Nc2cccc(-c3nnc(-c4ccco4)o3)c2)cc1 | -8.8 | -8.9 | -7.3 | -2.0 | -1.1 | 1.6 | 1.0 | -1.1 | 108.0
COc1ccc(-c2[nH]nc3c2C(c2ccccc2OC(=O)N2CCOCC2)C(C#N)=C(N)O3)cc1 (stereo unspecified) | 1.1 | -12.6 | 7.4 | 1.0 | -5.5 | 11.2 | 1.0 | 0.9 | 99.0
CCOc1cc(C)c(Cl)cc1S(=O)(=O)NCc1ccc2c(c1)OCO2 | 0.7 | -1.4 | -22.5 | 2.0 | -7.0 | 19.1 | -8.0 | 3.9 | 88.0
CCOC(=O)C1CCN(C(=O)CN(c2ccc3c(c2)OCO3)S(C)(=O)=O)CC1 | 3.5 | -8.9 | -0.8 | 1.1 | -2.4 | 15.1 | -3.0 | 0.9 | 102.0
Cc1ccccc1NC(=O)CSc1ccncc1 | 4.5 | 3.5 | -16.5 | 0.1 | -0.4 | 14.6 | 6.0 | 1.1 | 98.0
CCCCCCSc1ccc([C@H]2N[C@@](C)(C(=O)OC)[C@H]3C(=O)N(C)C(=O)[C@@H]23)cc1 | . | . | -16.1 | 6.8 | -2.4 | . | . | 4.5 | .
Cn1c(=O)n(C)c2cc(S(=O)(=O)O)ccc21 | 5.0 | -1.9 | -4.7 | -0.2 | -0.2 | -7.2 | 3.0 | 0.3 | 101.0
CCCNC(=O)c1nc(C)n(-c2ccc([N+](=O)[O-])cc2)n1 | 2.6 | -10.0 | -4.0 | -1.1 | -1.3 | -15.8 | -3.0 | 0.4 | 98.0
COCCNC(=O)c1ccc(C2SCC(=O)N2Cc2ccco2)cc1 (stereo unspecified) | -9.6 | -6.4 | -5.6 | 0.2 | -3.9 | 11.2 | -8.0 | -0.1 | 91.0

Look-ups from above.
`CCCCC/S(CC1CC1(Cl)Cl)=N\S(=O)(=O)c1ccc(C)cc1` (stereo unspecified) – MEKK2mut PB1 HTS = 2.0
`COCCN1Cc2c(sc(C)c2C)N(C(=O)c2ccccc2)C1` – MEKK2 WT-MEK5 = 104.0

Back to the main list, repeating the 2 entries before the break.
SMILES | PfM18AAP inh | GPR7 antagonist | OXTR potentiate | OXTR agonist | GalR3 antagonist | NALP1 inh | MEKK2mut PB1 HTS | V1R ag counter | MEKK2 WT-MEK5
CCCNC(=O)c1nc(C)n(-c2ccc([N+](=O)[O-])cc2)n1 | 2.6 | -10.0 | -4.0 | -1.1 | -1.3 | -15.8 | -3.0 | 0.4 | 98.0
COCCNC(=O)c1ccc(C2SCC(=O)N2Cc2ccco2)cc1 (stereo unspecified) | -9.6 | -6.4 | -5.6 | 0.2 | -3.9 | 11.2 | -8.0 | -0.1 | 91.0
COc1ccc(CCNC(=O)CSc2nc3[nH]ncc3c(=O)n2-c2ccccc2Br)cc1OC | 0.8 | -4.7 | 0.7 | 0.4 | -1.7 | -11.0 | -7.0 | -0.9 | 93.0
CCOc1ccc(NS(=O)(=O)c2ccc(C(=O)N3CCCC3)cc2)cc1 | . | . | -16.9 | 14.4 | -3.6 | . | . | 11.1 | .
CCCCCC(=O)Nc1cccc(C2=NOC3(C2)C[C@H](C(N)=O)N(C(=O)CCCCC)C3)c1 (stereo partly specified) | . | . | -4.8 | -0.1 | -7.8 | 8.4 | -8.0 | -0.1 | 91.0
COc1cc2c(cc1NC(=O)COC(=O)[C@@H](NS(=O)(=O)c1cccc(Cl)c1)C(C)C)oc1ccccc12 | 3.3 | -7.0 | -4.7 | 1.0 | 1.1 | 26.3 | 0.0 | 0.2 | 107.0
Cc1cc(C)n(CC(=O)Nc2ccc([N+](=O)[O-])cc2)n1 | -1.9 | -1.4 | -16.7 | 0.6 | -2.1 | -2.0 | 0.0 | 0.6 | 103.0
COc1ccccc1NC(=O)C1=C(C)Nc2nnnn2C1c1cc(Br)ccc1OC (stereo unspecified) | -0.4 | 10.4 | -3.0 | 7.5 | -3.8 | 18.0 | 0.0 | 4.9 | 100.0
Cn1c2c(c(=O)n(C)c1=O)C(c1ccc(Br)cc1)Nc1ccccc1O2 (stereo unspecified) | 0.7 | 0.9 | 3.1 | -0.2 | -7.9 | -5.5 | 1.0 | -0.2 | 98.0
Cc1ccc2sc(N(CCCN(C)C)C(=O)c3ccc(S(=O)(=O)N(C)C4CCCCC4)cc3)nc2c1C | . | . | -3.8 | 9.6 | -3.4 | . | . | 6.3 | .
Cc1ccc2nc(SCC(=O)Nc3ccc4c(c3)OCO4)nc(=O)n2c1 | . | . | -11.7 | 0.0 | -1.1 | . | . | 0.1 | .
COc1cc2c(cc1OC)CC1(CCCCC1)N=C2 | -11.0 | -8.7 | -2.1 | -0.6 | -6.6 | 2.1 | -8.0 | 0.9 | 99.0
CCCCn1c(N)c(N(CCOC)C(=O)c2ccc3c(c2)C(=O)N(c2cc(C)ccc2C)C3=O)c(=O)[nH]c1=O | 2.2 | -17.4 | -10.0 | -0.4 | -2.1 | 9.7 | 5.0 | -0.2 | 101.0
O=S(=O)(c1ccc(Cl)cc1)N1CCN(C(=S)Nc2ccccc2F)CC1 | 5.3 | 8.9 | -3.4 | 8.1 | -2.5 | -12.2 | -8.0 | 4.8 | 92.0
O=C(NCCc1ccc(Cl)cc1)C1CCC(CNc2c(N3CCCCC3)c(=O)c2=O)CC1 (stereo unspecified) | 1.4 | 1.5 | -0.6 | -0.2 | 1.9 | 21.1 | 8.0 | -0.5 | 107.0
COc1ccc2c(c1)C(=O)CCC2c1ccccc1 (stereo unspecified) | 4.1 | -9.0 | 4.5 | -2.6 | -3.9 | 15.9 | 3.0 | -0.9 | 110.0
Cc1ccn(C(=O)c2cc3ccccc3oc2=O)n1 | -4.2 | -3.3 | 2.1 | 0.9 | . | -3.6 | . | 1.6 | .
CC1CC2=C(NC(=S)NC2c2ccc(F)cc2)/C(=C/c2ccc(F)cc2)C1 (stereo unspecified) | 7.1 | 16.5 | -4.4 | -1.1 | -5.1 | -7.1 | 2.0 | 0.3 | 95.0
CCc1ccc(C2=NN(CCC(=O)NC3CCCCCC3)C(=O)CC2)cc1 | 6.0 | -3.4 | -3.3 | -2.2 | -11.1 | -3.5 | 3.0 | -1.1 | 100.0
Cc1ccc(C)c2[nH]c(=O)c(CCNC(=O)C(C)(C)C)cc12 | -2.0 | -7.1 | 0.3 | -0.1 | 1.8 | 18.8 | 4.0 | 4.7 | 103.0
COc1ccc(C(=O)N2CCCCCCC2)cc1OC1CCN(C(C)C)CC1 | 4.2 | -13.8 | -10.2 | 0.6 | -2.3 | 14.3 | 2.0 | 0.6 | 105.0
O=C(Nc1ccc(S(=O)(=O)N2CCCCCC2)cc1)C1CCCO1 (stereo unspecified) | -10.5 | -8.1 | 0.3 | 1.2 | -5.7 | 0.2 | -1.0 | 0.7 | 94.0
NNC(=O)c1cc2ccccc2cc1O | -1.1 | -4.2 | 0.4 | 0.1 | 0.5 | 11.8 | 0.0 | 0.7 | 105.0
CC(C)C(=O)Nc1c(-c2cccs2)c(=O)c2ccccc2n1C | -3.4 | -1.5 | -3.0 | -0.4 | -6.4 | 6.9 | -1.0 | 0.8 | 91.0
CCO[C@H]1OC(C(=O)O)=C[C@@H](c2ccc(C(F)(F)F)cc2)[C@@H]1CCCO | 0.9 | -5.3 | 1.0 | 0.5 | 0.1 | -2.5 | 5.0 | 1.4 | 106.0
COc1ccc(-c2csc(NC(C)c3nc4cc(Cl)c(Cl)cc4n3CCCO)n2)cc1 (stereo unspecified) | . | . | -3.7 | -0.7 | -3.5 | . | 0.0 | -0.3 | 103.0
O=C(Cn1c(=O)oc2ccccc21)Nc1ccc2c(c1)OCCO2 | -2.6 | -9.5 | 0.9 | 1.1 | -1.2 | -8.3 | -1.0 | 0.5 | 104.0
O=C1CC(N2CCN(Cc3ccccc3)CC2)C(=O)N1c1ccccc1 (stereo unspecified) | -5.5 | -5.2 | -1.9 | 0.9 | 7.6 | 8.0 | -2.0 | 0.6 | 102.0
O=C(CCCC(=O)OCC(Cl)=C(Cl)Cl)Nc1ccccc1F | -5.9 | -6.5 | 0.3 | -2.7 | 4.6 | 30.9 | 13.0 | 0.3 | 115.0
